Screening data: PubChem BioAssay, The Scripps Research Institute Molecular Screening Center
TEAD-YAP inh – TEAD-YAP interaction inhibition, primary screen, TEAD-YAP interaction inhibitor project, luminescence, HEK-TIYL cells | AID 1259422, 2018 | inhibition, % at 9.12 µM | actives 1.4% (n = 640,000) | TEAD-Gal4/YAP UAS-luciferase luminescence; in the data active = inhibition above about 32%;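 note: 0% = median of test compound wells and 100% = reference inhibitor wells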
MITF inh – MITF inhibitors, primary screen, biochemical, AlphaScreen, human | Microphthalmia-associated transcription factor (Homo sapiens), O75030 | AlphaScreen MITF homodimerization, bead proximity signal | inhibition, % at 2.6 µM | actives 0.91% (n = 650,000) | AID 1259374, 2018; in the data active = inhibition above about 50%;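 note: 0% = vehicle wells with protein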
Target sequence (O75030 whole entry, looked up): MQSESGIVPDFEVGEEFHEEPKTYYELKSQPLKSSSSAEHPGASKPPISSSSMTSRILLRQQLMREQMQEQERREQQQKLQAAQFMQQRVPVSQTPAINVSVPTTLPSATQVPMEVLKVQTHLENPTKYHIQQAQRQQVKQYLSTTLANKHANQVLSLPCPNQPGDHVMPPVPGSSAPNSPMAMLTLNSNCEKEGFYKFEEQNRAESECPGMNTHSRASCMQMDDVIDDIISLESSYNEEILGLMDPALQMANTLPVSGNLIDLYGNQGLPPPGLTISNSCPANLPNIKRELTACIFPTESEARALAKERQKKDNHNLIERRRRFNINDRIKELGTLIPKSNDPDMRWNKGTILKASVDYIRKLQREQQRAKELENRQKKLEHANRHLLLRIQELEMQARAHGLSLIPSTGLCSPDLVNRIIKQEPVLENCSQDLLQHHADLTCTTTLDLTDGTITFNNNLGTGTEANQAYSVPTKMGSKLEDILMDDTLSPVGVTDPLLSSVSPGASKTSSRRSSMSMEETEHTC
FBW7 act – FBW7 E3 ligase activators, primary screen, biochemical, AlphaScreen, human; F-box/WD repeat-containing protein 7 (Homo sapiens), Q969H0; AlphaScreen FBW7–phospho-cyclin E peptide binding, activator screen; normalized activity (activation), % at 26.1 µM; actives 0.13% (n = 650,000); AID 1259310, 2017; in the data active = normalized activity above about 1.9%;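 note: purified mutant Fbw7 with reduced substrate affinity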
GPR151 ag – activators of human GPR151, primary screen, cell-based, PathHunter beta-arrestin, luminescence | actives 1% (n = 650,000) | PathHunter beta-arrestin GPR151 cells | AID 1508602, 2020 | activation, % at 11.2 µM | G-protein coupled receptor 151 (Homo sapiens), Q8TDV0; in the data active = activation above about 4.9%;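 note: 0% = median of compound wells and 100% = cells with positive control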
Target sequence (Q8TDV0 whole entry, looked up): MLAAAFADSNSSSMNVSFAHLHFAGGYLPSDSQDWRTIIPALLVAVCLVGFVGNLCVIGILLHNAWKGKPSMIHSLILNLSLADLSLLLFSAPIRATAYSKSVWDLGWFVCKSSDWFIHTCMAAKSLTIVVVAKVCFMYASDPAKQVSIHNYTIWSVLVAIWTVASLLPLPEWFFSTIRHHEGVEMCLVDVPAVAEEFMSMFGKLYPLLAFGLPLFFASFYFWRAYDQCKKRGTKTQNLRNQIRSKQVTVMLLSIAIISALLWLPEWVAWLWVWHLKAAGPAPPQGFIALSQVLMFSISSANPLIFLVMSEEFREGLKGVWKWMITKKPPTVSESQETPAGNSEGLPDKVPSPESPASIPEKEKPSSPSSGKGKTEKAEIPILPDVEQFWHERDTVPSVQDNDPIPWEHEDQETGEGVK
Starred values were filed as active, the others as inactive; . = no result given; & = joins results of further samples.

SMILES	TEAD-YAP inh	MITF inh	FBW7 act	GPR151 ag
O=C(NCC1CCCO1)C(=O)NC1CC1 (configuration not stated)	-5	3	-0.1	0.3
Cc1ccc(OC(=O)c2ccco2)cn1	-12	6	0.1	0.5
Cc1nonc1CN(C)C(=O)CC1C(=O)NCCN1Cc1cccc(Oc2ccccc2)c1 (configuration not stated)	5	8	0.0	1.4
Cc1ccc(CNC(=O)C2=CCN(S(=O)(=O)c3ccc(Br)cc3)CC2)cc1	-8	-10	0.2	0.5
Brc1cccc(-c2cnc3ccc(NCc4ccco4)nn23)c1	0	2	0.0	-1.1
CCOc1ccc(C(=O)N=c2sc3cc(S(C)(=O)=O)ccc3n2C)cc1	10	9	0.0	0.8
OCC1CCCN(c2nc(CN3CCCCC3)nc3scc(-c4ccccc4)c23)C1 (configuration not stated)	13	-10	0.1	-0.9
NC(=O)CSc1nc2c(oc3ccccc32)c(=O)n1Cc1ccccc1	3	8	0.1	2.7
COc1ccccc1OCC(=O)Nc1ccc(-c2cn[nH]c2)cc1	-12	-7	0.0	1.5
CC1(C2CCN(C(=O)c3cc(F)cc(F)c3)CC2)NC(=O)N(Cc2ccsc2)C1=O (configuration not stated)	-4	9	0.0	-0.8
Cn1c(Nc2ccc(F)cc2)cc(=O)n(C)c1=O	-5	6	-0.5	-0.2
CCC(=O)Nc1nc(C)cs1	9	7	0.1	-1.3

Part of the list above, reformatted:
Screens in order – TEAD-YAP inh | MITF inh | FBW7 act | GPR151 ag
COc1ccccc1OCC(=O)Nc1ccc(-c2cn[nH]c2)cc1
    -12 | -7 | 0.0 | 1.5
CCC(=O)Nc1nc(C)cs1
    9 | 7 | 0.1 | -1.3
Cn1c(Nc2ccc(F)cc2)cc(=O)n(C)c1=O
    -5 | 6 | -0.5 | -0.2

The listing picks up, starting two compounds before the break.
SMILES	TEAD-YAP inh	MITF inh	FBW7 act	GPR151 ag
Cn1c(Nc2ccc(F)cc2)cc(=O)n(C)c1=O	-5	6	-0.5	-0.2
CCC(=O)Nc1nc(C)cs1	9	7	0.1	-1.3
Cc1ccc(NC(=O)c2cc(S(=O)(=O)N3CCOCC3)ccc2F)cc1	-24	-1	-0.1	0.2
CCCC12CN3CC(CCC)(CN(C1)C3c1ccc(OC)cc1)C2=O (configuration not stated)	-6	16	0.0	-0.9
CCCCC(C)(C)[C@H](O)/C=C/[C@H]1[C@H](O)CC(=O)[C@@H]1C/C=C\CCCC(=O)Oc1ccc(NC(=O)c2ccc(NC(C)=O)cc2)cc1	.	5	.	-1.4
CC1(C)CC(=O)c2cc(-c3ccccc3)n(-c3ccc(Cl)c(C(F)(F)F)c3)c2C1	-2	6	0.1	0.0
CN(CCNC(=O)Cn1c(=O)oc2ccccc21)Cc1ccccc1	6	23	0.3	-0.6
Cc1ccccc1Oc1ccc(N2C(=O)C3C4C=CC(C4)C3C2=O)cc1 (configuration not stated)	-2	4	-0.1	-0.8
O=C(CN(c1ccccc1)S(=O)(=O)c1ccc(F)cc1)NC1CCCC1	-2	-3	-0.2	0.7
CCCCOc1ccc(C2=N/C(=C/c3ccccc3Cl)C(=O)O2)cc1	8	-11	0.1	0.3
O=C(/C=C/c1ccc(Cl)cc1Cl)N1CCN(c2c(Cl)cccc2[N+](=O)[O-])CC1	5	0	-0.1	0.0
O=C(CCN1CCN(CCO)CC1)Nc1cccc(Cl)c1	1	-5	0.1	-0.7
CCOC(=O)c1sc(NC(=O)/C=C/c2ccc(OC)cc2)c(C(=O)OCC)c1C	5	1	0.0	-0.6
COC(=O)C1=C(C(=O)OC)SC2(S1)C(C(=O)OC)=C(C(=O)OC)SC1=C2c2cc(C)c(C)cc2N(C(=O)C(C)C)C1(C)C	-4	8	-0.1	0.7
CN(C)C(=S)c1nc2ccccc2s1	-2	17	0.3	-0.6
CS(=O)(=O)OCCCCOS(C)(=O)=O	3	-1&20&11	0.0&0.4&0.1	1.0&-0.7&1.8
CN(C)c1ccc(-c2nc3cnccn3c2NC(C)(C)C)cc1	-53	-12	0.1	-1.0
CC(=O)N1CN(CCN2CCOCC2)Cc2c1sc1c2CCCC1	-3	6	0.3	-0.8
COc1ccc(COC(=O)C2=C(C)NC(=O)CC2c2ccccc2[N+](=O)[O-])cc1 (configuration not stated)	-1	21	0.1	-0.9
COCc1[nH]nc2c1C(c1cc(OC)c(OC)c(OC)c1)C(C#N)=C(N)O2 (configuration not stated)	-1	-3	-0.1	-0.1
COC(=O)C1=CN(C2CCCC2)C=C(C(=O)OC)C1c1ccccc1OC	5	-2	1.6	-0.9
C=CCc1cccc(/C=N/NC(=O)CNc2ccc(Cl)cc2)c1O	8	0	-0.1	0.4
C/C=C/CN1CCN(c2c(Cl)cccc2NC(=O)c2ccc(Br)o2)CC1	-3	0	0.0	0.6
COc1ccc2c(c1)c(=O)oc1cc(OC3CCCCC3=O)ccc12 (configuration not stated)	-64	-19	0.4	-0.9
O=C(COC(=O)[C@@H]1CC(O)CN1S(=O)(=O)c1ccccc1[N+](=O)[O-])c1ccccc1 (some centres not stated)	-2	9	-0.1	0.3
Nc1cccc(C(=O)N/N=C/c2cccc(Oc3ccccc3)c2)c1	-2	0	0.2	-0.6

The list goes on (4 carried over from the part before).
SMILES	TEAD-YAP inh	MITF inh	FBW7 act	GPR151 ag
C/C=C/CN1CCN(c2c(Cl)cccc2NC(=O)c2ccc(Br)o2)CC1	-3	0	0.0	0.6
COc1ccc2c(c1)c(=O)oc1cc(OC3CCCCC3=O)ccc12 (configuration not stated)	-64	-19	0.4	-0.9
O=C(COC(=O)[C@@H]1CC(O)CN1S(=O)(=O)c1ccccc1[N+](=O)[O-])c1ccccc1 (some centres not stated)	-2	9	-0.1	0.3
Nc1cccc(C(=O)N/N=C/c2cccc(Oc3ccccc3)c2)c1	-2	0	0.2	-0.6
CCCOc1ccc(C2Nc3ccccc3NC3=C2C(=O)CC(c2ccc(OC)c(OC)c2)C3)cc1 (configuration not stated)	11	6	0.6	-0.7
OCC#CCSc1nc2ccccc2o1	-25	-5	-0.1	-1.5
CCN(c1ccccc1)S(=O)(=O)c1ccc(F)c(C(=O)Nc2cc(C)cc(C)c2)c1	13	-5	0.1	0.9
COc1ccc2c(c1)c(N=NC(N)=S)c(O)n2C	-1	7	-0.1	-1.6
CCSc1nnc2c(n1)OC(c1ccc(OC)cc1OC)Nc1ccccc1-2 (configuration not stated)	1	3	0.5	-0.2
COc1cccc(C(=O)CC(=O)C(=O)Nc2ccccc2Cl)c1	3	-6	0.1	-1.8
Cc1nc2c3ccccc3nc(SCC(=O)NC3CCCCC3)n2n1	-8	7	-0.1	-1.0
COc1cccc(NS(=O)(=O)c2nc3nc(C)c(C)c(C)n3n2)c1	-1	3	0.0	-0.5
O=C(CCc1nnc(C2CCCCC2)o1)N1CCCCC1c1ccccn1 (configuration not stated)	-6	-7	-0.2	0.2
[O-]/[N+](=C/c1ccc(F)cc1)c1ccc(Cl)cc1	-12	11	0.1	-1.5
O=C(c1ccc(N2CCCC2=O)cc1)N1CCN(c2ccc(F)cc2)CC1	-4	5	1.0	-0.4
CC1=C(C(=O)N2CCOCC2)C(c2ccccc2OC(F)F)NC(=O)N1 (configuration not stated)	1	-1	0.0	-1.3
O=C(NCCO)c1cncc(-c2cccs2)c1	-10	21	-0.1	0.6
CC(=O)CSc1nnc(Cc2ccc3c(c2)OCO3)o1	0	-6	0.0	0.8
CCSc1nc2ccc(NC(=O)c3ccccc3C(=O)O)cc2s1	-47	2	0.0	1.5
O=C(COc1ccc(Br)cc1)N1CCc2ccccc2C1	-7	5	0.1	0.7
COc1ccccc1-n1sc2c(c1=S)-c1ccc(C)cc1NC2(C)C	3	4	-0.5	0.5
CCN(C(=O)OC(C)C)c1ccc(C(O)(C(=O)OC)C(F)(F)F)cc1 (configuration not stated)	6	2	-0.1	2.6
CCCn1c2ccccc2c2nc3ccccc3nc21	4	-13	0.9	-0.2
Cc1cc(I)ccc1NC(=O)C(Cc1c[nH]c2ccccc12)NC(=O)OCc1ccccc1 (configuration not stated)	-1	-1	0.1	-1.4
COc1ccc(NC(=O)[C@H](CCS(C)(=O)=O)N2Cc3ccccc3C2=O)c(OC)c1	2	12	0.2	-0.1
Cc1nc2c(-c3ccc(F)cc3)c(C)nn2c(NCCO)c1C	8	-1	0.8	0.5
CC[C@@H](Cn1nc(-c2cccs2)ccc1=O)NC(=O)Cc1nc2nc(C)cc(C)n2n1	-4	-2	0.0	0.5
CCOC(=O)c1sc2nc(C)nc(NCc3ccccc3OC)c2c1C	3	4	0.2	3.3
CC1CCCC(NC(=O)C2N(C(C)c3ccccc3)C(=O)C3C(C(=O)Nc4ccc(F)c(Cl)c4)C4C=CC32O4)C1C (configuration not stated)	-1	2	-0.2	3.8
CCCCCNC(=O)c1ccc(NCC2CCCO2)c([N+](=O)[O-])c1 (configuration not stated)	-7	0	-0.1	-2.0
O=C(Nc1nnc(C(F)(F)F)s1)c1ccccc1Oc1ccccc1	-2	14	0.1	1.1
CCCc1cc(=O)[nH]c2nnc(SCC(=O)N3CCc4ccccc43)n12	-8	-1	-0.1	-1.0
Cc1ccc2nsnc2c1S(=O)(=O)N1CCN(Cc2ccc3c(c2)OCO3)CC1	-11	1	0.0	-0.7
COC(=O)C1(C)Nc2ccccc2C(=O)N1c1ccccc1OC (configuration not stated)	-2	-1	0.1	1.0
COc1ccccc1CN1CCNC(=O)C1CC(=O)N1CCN(c2ccncc2)CC1 (configuration not stated)	-6	-1	-0.1	0.0
O=C(Nc1ccc(-c2nc3ccccc3s2)cc1)C1=COCCO1	21	4	0.0	-1.0
COc1ccc(COC(=O)c2nc3nc(C)cc(C)n3n2)cc1F	5	2	0.0	0.4
CN(CC1COCCO1)c1nc2nonc2nc1N1CCCCCC1 (configuration not stated)	0	13	0.1	1.7
Cc1cccc(-n2c(C)cc(/C=N/NC(=O)c3ccccn3)c2C)c1	-27	32	-0.3	-1.9
Cc1cc(C(=O)Nc2ccc3oc(-c4ccc(Cl)cc4Cl)nc3c2)ccc1[N+](=O)[O-]	6	-6	0.1	-0.3
Brc1ccc2oc(=Nc3ccccc3)c(-c3nc4ccccc4[nH]3)cc2c1	-7	14	0.1	4.9
CC(=O)Oc1ccc2c(-c3cc4ccccc4oc3=O)cc(=O)oc2c1	-1	-8	0.2	2.5
COc1cc(Br)ccc1NC(=O)/C=C/c1ccc([N+](=O)[O-])cc1	-3	21	1.4	-0.5
CC(C)(C)c1cc(C(=O)N2CCC3(CC2)NC(=O)c2ccccc2O3)n[nH]1	8	8	0.3	-1.0
CCN(C(=O)COc1cc(=O)n(CC)c2ccccc12)c1cc(Cl)ccc1OC	-10	-2	-0.1	0.0
Cc1ccc(NC(=O)c2cc(-c3ccco3)nc3ccccc23)c(C)c1	4	34	0.1	-0.7
CCC(C)NC(=O)CCN1C(=O)c2ccccc2C1=O (configuration not stated)	-1	5	0.1	-0.8
O=C1/C(=C/c2ccc([N+](=O)[O-])cc2)N=C2CCCCCN12	11	1	-0.1	0.4
COc1ccc(N(Cc2nnc3n2CCCCC3)C(=O)Nc2cccc(C)c2)cc1OC	4	17	0.2	-0.2
CCc1c(C)nc2sc(C(=O)c3ccc([N+](=O)[O-])cc3)c(N)c2c1C	-1	-7	-0.1	-0.2
CCOC(=O)C1=C(C)NC(=O)NC1c1cc(OC)c(OC)c(OC)c1 (configuration not stated)	-6	1	0.1	0.3
COc1ccc(-c2csc(/C(C#N)=C/c3ccccc3Cl)n2)cc1	5	-4	0.0	-0.8
COc1ccc(-n2c(SCC(=O)Nc3ccc(Cl)c(C)c3)nc3n[nH]c(C)c3c2=N)cc1	10	-9	0.0	0.7
Cc1nc2ccc([N+](=O)[O-])cc2c(=O)n1Cc1ccc(Br)cc1	3	3	-0.1	-0.5
Cc1ccccc1Nc1sc(C(=O)c2ccc([N+](=O)[O-])cc2)c(N)c1C(=O)Nc1ccccc1	-12	9	-0.4	4.4
Cc1ccc(-n2nc3c(c2NC(=O)c2cccc([N+](=O)[O-])c2)CSC3)c(C)c1	-3	7	-0.1	1.2
O=C(CN1CCN(c2ccccc2F)CC1)Nc1ccc2c(c1)OCCO2	2	16	0.2	-0.6
COc1cc(Cl)c(C)cc1NC(=O)CNC(=O)Cn1cnc2ccccc2c1=O	-5	-6	-0.1	0.9
CC(C)CSc1nc2ccccc2c2nc(-c3ccc([N+](=O)[O-])cc3)nn12	3	12	0.8	-0.1
O=C(NCc1ccccc1)c1ccc2c(c1)N(Cc1cccc(F)c1)C(=O)CS2=O (configuration not stated)	0	-2	0.1	0.3
